# Screening results as filed in PubChem.
# PfHsp40 yeast: rescue of PfHsp40-mediated yeast toxicity | S. cerevisiae expressing PfHsp40, growth rescue, ATP luminescence | growth rescue, % at 12.5 µM | hit rate 0.68% among 340,000 | AID 504582; in the data active = growth rescue above about 28%, passing the limit was not always enough; inconclusive = no clear call, values can overlap the other calls;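 also: yeast W303a lacking pdr1 and pdr3 grown in galactose medium; growth measured after three days at 30 °C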
# Yp Topo-I inh: blocks Yersinia pestis topoisomerase I activity. AID 504884. hit rate 0.064% among 360,000. activity, % at 10 µM. Y. pestis Topo-I cleavage product accumulation, plate reader; in the data active = activity above about 50%, passing the limit was not always enough; inconclusive = no clear call, values can overlap the other calls; also: inactives centre near 2
# SARS 3CLpro inh: SARS-CoV 3CLpro protease inhibition; recombinant SARS-CoV 3CLpro, quenched FRET peptide cleavage; inhibition, % at 6 µM; hit rate 0.14% among 290,000; AID 1706; in the data active = inhibition above about 12%
# Vc quorum ag: inducers of Vibrio cholerae quorum light production without autoinducers | hit rate 0.16% among 350,000 | AID 588436 | V. cholerae BH1578 lux reporter, luminescence, 6 h | activation, % at 18.7 µM; in the data active = activation mostly above about 9.7%, no sharp cut-off; inconclusive = no clear call, values can overlap the other calls; inactive = mostly below about 3.7%; also: not every result past the cut was called active; inactives centre near 0; reference of the scale not given here
# Anthrax LF inh2: inhibitors of Bacillus anthracis lethal factor protease; inhibition, % at 10 µM; P15917; multiplex microsphere protease cleavage assay, LF; hit rate 0.12% among 360,000; in the data active = inhibition above about 30%; inconclusive = no clear call, values can overlap the other calls; also: plate controls were buffer without enzyme for full effect and enzyme alone for no effect
# Target sequence (P15917 whole entry, looked up): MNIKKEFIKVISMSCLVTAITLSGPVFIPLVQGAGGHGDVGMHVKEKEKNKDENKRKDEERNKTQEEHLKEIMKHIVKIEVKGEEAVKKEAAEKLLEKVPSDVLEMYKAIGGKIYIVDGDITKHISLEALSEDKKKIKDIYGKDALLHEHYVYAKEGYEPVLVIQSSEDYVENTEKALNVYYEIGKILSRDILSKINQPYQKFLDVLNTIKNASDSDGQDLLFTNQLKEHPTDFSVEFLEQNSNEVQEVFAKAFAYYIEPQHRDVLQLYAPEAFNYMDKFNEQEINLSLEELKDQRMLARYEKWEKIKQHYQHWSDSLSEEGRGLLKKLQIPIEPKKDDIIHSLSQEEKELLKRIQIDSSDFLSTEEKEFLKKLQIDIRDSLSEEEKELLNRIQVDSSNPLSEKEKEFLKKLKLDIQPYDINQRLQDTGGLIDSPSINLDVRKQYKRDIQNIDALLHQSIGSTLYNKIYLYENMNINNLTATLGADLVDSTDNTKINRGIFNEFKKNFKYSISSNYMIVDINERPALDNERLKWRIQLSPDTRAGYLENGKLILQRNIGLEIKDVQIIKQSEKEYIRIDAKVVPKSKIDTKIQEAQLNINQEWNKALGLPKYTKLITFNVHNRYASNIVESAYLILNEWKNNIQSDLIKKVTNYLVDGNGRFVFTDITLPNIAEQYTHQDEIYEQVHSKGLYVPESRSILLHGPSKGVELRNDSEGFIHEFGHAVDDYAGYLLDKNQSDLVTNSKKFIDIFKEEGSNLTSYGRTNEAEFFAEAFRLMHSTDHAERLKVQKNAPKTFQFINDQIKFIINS
# Rv3671c protease: inhibitors of M. tuberculosis serine protease Rv3671c; hit rate 0.048% among 320,000; P9WHR9; inhibition, % at 5.96 µM; AID 2606; in the data active = inhibition above about 38%;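 also: extracellular domain of Rv3671c used as enzyme; 0% = enzyme with DMSO and 100% = no enzyme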
# SSB-PriA inh: blocks PriA binding to SSB C-terminal tail; AlphaScreen SSBct-PriA binding, biotinylated peptide; inhibition, % at 33 µM; hit rate 0.6% among 430,000; in the data active = inhibition mostly above about 37%, no sharp cut-off; inactive = mostly below about 20%;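 also: plate controls were negative control peptide for no effect and reference peptide for full effect; strong numbers were not always called active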
# TcdB inh: inhibitors of Clostridioides difficile toxin B glycohydrolase; P18177; TcdB glycohydrolase enzymatic assay, plate reader; inhibition, % at 9.99 µM; hit rate 0.24% among 350,000; in the data active = inhibition above about 10%
# MazF activator: activators of E. coli MazEF toxin-antitoxin RNase | activation, % at 20 µM | hit rate 0.32% among 350,000 | FAM/BHQ RNA-DNA oligo cleavage fluorescence, 5 h | AID 504720; in the data active = activation above about 50%
# Target sequence (P0AE70 whole entry, looked up): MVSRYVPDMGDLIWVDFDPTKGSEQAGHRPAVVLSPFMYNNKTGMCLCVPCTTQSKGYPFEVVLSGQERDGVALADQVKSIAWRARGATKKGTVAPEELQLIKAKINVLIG
# VHR inh abs: DUSP3 (human) phosphatase inhibition. P51452. inhibition, % at 13.3 µM. hit rate 0.52% among 290,000. recombinant VHR phosphatase, pNPP absorbance; in the data active = inhibition above about 50%; also: some compounds called inactive have numbers as strong as hits
# * hit, by the source's call; i = inactive; u = inconclusive; x = not tested or not shown; & = joins results of further samples. These rows are one share of the data; the hit share may differ from the screen's.
mol,TcdB inh,VHR inh abs,Rv3671c protease,MazF activator,Anthrax LF inh2,Vc quorum ag,PfHsp40 yeast,SSB-PriA inh,SARS 3CLpro inh,Yp Topo-I inh
CC1Oc2ccccc2N(CC(=O)NCc2cccs2)C1=O (stereo unspecified),x,13,-10,-10,1,1.0,-0.8,-10,1,3
CCOC(=O)c1ccc(NC(=S)N2CCSC2c2ccc(Cl)cc2)cc1 (stereo unspecified),2.2,6,-8,8,-5,-0.4,8.5,-9,-1,20
N#Cc1c(N)nc2c(c1-c1ccncc1)CCCCC2,x,-4,2,-15,-6,3.4,0.0,-2,1,5
Cc1ccc(S(=O)(=O)Nc2ccccc2-c2ccccc2)cc1,x,-8,-19,7,-1,-5.0,u,-42,2,-1
COc1ccc(N2C(=O)c3ccccc3NC23CCCCC3)cc1,0.6,6,-1,-7,1,-6.9,-2.3,1,-2,3
COc1cccc(/C=C/C(=O)OCC(=O)NCC2CCCO2)c1OC (stereo unspecified),x,-5,-9,0,1,-0.4,-0.4,-10,0,-6
N#Cc1c(NC(=O)C(=O)NCCCN2CCOCC2)sc2c1CCCC2,-0.2,-7,-1,2,-4,-2.6,-0.5,5,-6,-3
CN1c2cccc3cccc(c23)N(C)C1c1cccs1,x,21,8,7,0,i,0.7,15,4,-10
CN(C)C(=O)c1nc2ccc(Cl)cn2c1CNCc1ccccc1OC(F)(F)F,1.9,10,-1,-8,-3,-4.2,0.7,-6,5,-8
O=C(NC(Nc1nc2ccc([N+](=O)[O-])cc2s1)(C(F)(F)F)C(F)(F)F)c1cccnc1,-8.0,12,4,-2,-2,-0.3,-1.1,3,0,-11
N=c1n(CC(=O)c2ccc(Br)cc2)c2ccccc2n1Cc1ccccc1,0.8,x,2,-18,0,-8.3,3.1,-5,x,-16
CC1CCCC(C)N1C(=O)COC(=O)c1ccc2c(c1)OCO2 (stereo unspecified),x,30,-1,-16,-4,x,-1.2,-17,-1,1
COCCN(C(=O)Cc1coc2cc(C)c(C)cc12)c1c(N)n(Cc2ccccc2)c(=O)[nH]c1=O,3.2,x,1,2,4,-1.2,-0.7,-10,x,10
CC(C)C[C@H]1C(=O)N2CCC[C@H]2[C@]2(O)O[C@](NC(=O)C3C=C4c5cccc6[nH]c(Br)c(c56)C[C@H]4N(C)C3)(C(C)C)C(=O)N12 (stereo partly specified),2.0,x,13,-7,-1,-0.4,1.5,18,x,0
COc1cccc(C2=CC(c3ccc(OC)c(OC)c3)NC(=S)N2)c1 (stereo unspecified),1.0,3,-4,-6,x,x,x,0,8,x
COc1ccccc1C(=O)COC(=O)C(NC(=O)Cc1ccccc1)C(C)C (stereo unspecified),2.3,x,-6,-13,1,-1.0,1.4,-11,x,10
CCc1cc2c(=O)c(-c3cscn3)coc2cc1O,x,3,-3,11,0,i,-0.1,-3,-3,-7
Cn1ccnc1SCc1cn2cc(Br)ccc2n1,x,12,-1,2,-2,x,0.5,-1,0,4
COc1ccc(C2=CC(=O)C[C@H](COCc3ccccc3)N(C(=O)OC(C)(C)C)O2)cc1,0.7,x,x,-2,-2,i,-0.8,0,x,43
Cc1sc2c(c1C)c(=O)n(-c1ccccc1)c(=O)n2CC(=O)NCC1CCCO1 (stereo unspecified),2.7,2,-4,10,5,i,-1.3,-5,-6,12
Cc1ccc(NC(=O)CN(C)CC(=O)Nc2ccc3c(c2)OCO3)cc1,-12,x,x,11,5,-1.3,x,x,x,-9
CCC(=O)c1ccc(OCC(=O)OCC(=O)NC2CCCCCCC2)cc1,3.7,-9,-2,1,-4,0.5,-0.3,-15,8,25
Cc1cccc(OCc2nnc(SCn3nnc4ccccc4c3=O)o2)c1,x,2,-1,2,-3,-0.2,2.4,-7,-4,31
CN(C)CCCNC(=O)/C(=C\c1ccc(-c2ccc(Br)cc2)o1)NC(=O)c1ccccc1,2.9,3,6,29,-2,i,-0.8,12,-2,-26
COCCCN1C(=O)/C(=C/c2ccc(CNS(=O)(=O)c3ccccc3)o2)C(C(=O)OC)=C1C,-1.0,5,2,-7,-7,-0.3,0.8,16,0,-11
CCc1cc(-c2nnn(-c3cc(C(C)C)ccc3C)c2CC)ccc1-c1cn(CCc2c[nH]c3ccccc23)nn1,4.3,x,x,-4,-2,1.1,x,x,x,7
COc1ccc(NC(=S)N2CCN(C(=O)c3ccco3)CC2)cc1OC,-0.9,24,x,1,0,i,0.0,-9,0,-3
CC(=O)NC(c1ccc(N(C)C)cc1)c1cc(Cl)c2cccnc2c1O (stereo unspecified),1.2,x,x,7,-3,-0.3,x,x,x,8
O=C(CCCn1c(SCc2ccccc2F)nc2ccccc2c1=O)NCC1CCCO1 (stereo unspecified),0.5,16,11,9,-1,-0.3,1.2,4,9,14
Cc1nonc1C1CCCN1Cc1cn[nH]c1-c1ccc(-c2ccccc2)cc1 (stereo unspecified),-2.8,10,-7,-13,-8,i,1.0,-9,1,9

# Some entries already given, reduced to Yp Topo-I inh.
smiles	Yp Topo-I inh
CC1CCCC(C)N1C(=O)COC(=O)c1ccc2c(c1)OCO2 (stereo unspecified)	1
N=c1n(CC(=O)c2ccc(Br)cc2)c2ccccc2n1Cc1ccccc1	-16
Cn1ccnc1SCc1cn2cc(Br)ccc2n1	4
COc1ccccc1C(=O)COC(=O)C(NC(=O)Cc1ccccc1)C(C)C (stereo unspecified)	10

# Other structures.
mol,TcdB inh,VHR inh abs,Rv3671c protease,MazF activator,Anthrax LF inh2,Vc quorum ag,PfHsp40 yeast,SSB-PriA inh,SARS 3CLpro inh,Yp Topo-I inh
CC1(c2ccc3ccccc3c2)NC(=O)NC1=O (stereo unspecified),0.2,66,-1,7,1,-0.5,2.4,-3,2,0
COc1cc(/C=N/NC(=O)C2C3CCCCC32C)cc(Br)c1O (stereo unspecified),x,1,4,1,-1,-0.7,-0.8,x,-2,-2
O=C(Cn1nc(-c2ccc3c(c2)OCCO3)ccc1=O)Nc1ccc(-n2cnnn2)cc1,-0.1,22,-24,-7,-2,i,-1.4,-16,2,-1
CCOC(=O)C(=O)Nc1cc(C)nn1-c1nc2ccccc2[nH]1,0.8,9,-4,7,-6,i,0.6,-12,9,-4
Cc1ccc(-n2c(O)c(C=NCc3ccccn3)c(=O)[nH]c2=S)cc1,-0.2,17,5,1,-14,0.6,0.1,2,1,5
CCC(Oc1nc2ccccc2nc1-c1ccccc1NC(C)=O)C(=O)c1ccccc1 (stereo unspecified),x,20,6,-8,-4,0.0,-1.0,1,1,5
CCN(CC)C(=O)C1=C(C)N(Cc2ccc(F)cc2)C(=O)C(CC(=O)NCc2cccs2)C1 (stereo unspecified),1.2,x,x,10,9,-0.4,x,x,x,-7
Cc1cccc(OCCNc2ccc(C(F)(F)F)cc2[N+](=O)[O-])c1,x,-2,3,21,0,-0.3,0.0,0,-2,-5
CC1CCN(CC(=O)N2CCCc3c2c(=O)oc2ccc(OCc4ccccc4)cc32)CC1,x,4,-7,-1,-3,i,-0.9,-24,1,-1
Cc1ccc(CN2CCC3CCC(C3)C2)c(O)c1 (stereo unspecified),0.6,x,x,1,-9,i,-0.5,-3,x,-1
Cc1nc2ccccc2c(C(=O)O)c1-c1ccccn1,1.4,x,x,-1,-7,i,0.4,-3,x,4
C#Cc1ccc([C@@H]2C=C(C(=O)NC3CC3)O[C@H](OCCCCO)C2)cc1,1.2,4,-11,0,-7,i,-1.1,3,x,3
O=C(Nc1nc2c(s1)CCCC2)Oc1ccccc1,x,-11,-1,0,-11,i,0.5,4,-2,-1
CCN(CCCNC(=O)CNC(=O)c1nn(-c2ccc(OC)cc2OC)c(=O)c2ccccc12)c1cccc(C)c1,-9.5,26,-5,2,2,0.6,-0.7,5,-3,14
COc1cc(/C=C(/C#N)c2nc3ccccc3[nH]2)ccc1Oc1ncccc1[N+](=O)[O-],x,2,-21,5,-5,-0.5,-1.3,-5,3,-4
COCCN1C(=O)N[C@@H](c2cccs2)C(C(=O)OC)=C1C,-6.3,1,10,-1,-2,-0.2,-0.7,-4,3,7
CC(CNC(=O)COc1ccccc1)OC(=O)Nc1ccc(Cl)c(Cl)c1 (stereo unspecified),x,4,-17,-5,0,i,200*,-4,6,9
Cc1cccc(NCc2cc(Cl)ccc2O)n1,1.2,-5,0,2,-6,-0.5,0.3,-23,4,3
COC(=O)/C=C1\NCCSC1=O,x,21,-6,3,-3,14,0.6,x,-5,9
CCOC(=O)c1nnc(-c2ccccc2)nc1Oc1ccc(Cl)cc1,x,5,1,0,2,-7.1,-0.2,1,-2,2
Cc1cccc(/C=N/NC(=O)c2ccc(NC(=O)c3cccc(Cl)c3)cc2)n1,0.7,31,-17,16,2,-0.3,0.0,x,-1,6
N#C/C(=C\c1cccc([N+](=O)[O-])c1)C(=O)NCC1CCCO1 (stereo unspecified),0.0,16,-2,0,0,-0.1,0.1,-4,-4,2
OCCC1CN(CCCn2cccn2)CCN1C1CCCCC1 (stereo unspecified),-1.5,30,x,6,-2,-1.1,0.0,0,0,-11
CCc1ccccc1NC(=O)COC(=O)c1cccs1,0.0,21,2,12,-11,-0.3,0.6,-9,0,10
Cc1ccccc1NC(=O)c1nn(C)c(C(=O)Nc2ccccc2C)c1[N+](=O)[O-],0.0,-8,2,13,x,-0.4,-1.0,-2,8,3
COc1cc2c(cc1OC)C(C)N(C(=O)[C@@H](NC(=O)c1ccccc1)C(C)C)CC2 (stereo partly specified),1.4,2,3,-23,12,-0.2,0.2,2,-2,-4
CCOc1ccccc1C(=O)Nc1cc(Cl)ccc1O,x,9,-13,68*,-4,0.7,u,15,7,-14
COCCNC(=O)/C(C#N)=C/c1cc(Br)c(O)c(OC)c1,-2.4,-23,-5,0,-9,1.6,0.7,-3,0,-8
Nc1nonc1-n1nnc(C(=O)N/N=C/c2ccco2)c1CSc1ccc(Cl)cc1,-2.8,x,x,-12,4,i,x,x,x,-1
O=C(CC(Cc1ccccc1)C(=O)O)Nc1ccc(Cl)c(Cl)c1 (stereo unspecified),4.1,-20,3,-5,-3,-0.5,2.9,5,2,0

# Looked up by compound from the entries so far:
mol,TcdB inh,VHR inh abs,Rv3671c protease,MazF activator,Anthrax LF inh2,Vc quorum ag,PfHsp40 yeast,SSB-PriA inh,SARS 3CLpro inh,Yp Topo-I inh
COCCNC(=O)/C(C#N)=C/c1cc(Br)c(O)c(OC)c1,-2.4,-23,-5,0,-9,1.6,0.7,-3,0,-8
COCCN1C(=O)N[C@@H](c2cccs2)C(C(=O)OC)=C1C,-6.3,1,10,-1,-2,-0.2,-0.7,-4,3,7

# Next part
mol,TcdB inh,VHR inh abs,Rv3671c protease,MazF activator,Anthrax LF inh2,Vc quorum ag,PfHsp40 yeast,SSB-PriA inh,SARS 3CLpro inh,Yp Topo-I inh
O=C(c1ccc2c(=O)n(Cc3ccco3)c(=S)[nH]c2c1)N1CCN(c2ccccc2)CC1,x,14,-2,-11,1,-0.3,0.3,-7,-1,-2
CC(C)c1ccc(C2CC(c3ccc(Br)cc3)=NN2C(N)=S)cc1 (stereo unspecified),x,27,-16,0,0,i,-1.2,-1,3,1
Cc1nn(-c2ccccc2)c(N2CCCC2)c1/C=N/NC(=O)c1ccccc1O,x,-2,6,5,-2,-0.4,1.5,x,-10,6
Cc1ccc2nc(C)c(CN3CCN(c4ccc([N+](=O)[O-])cc4Cl)CC3)n2c1,1.6,-22,6,x,-2,-0.2,14,x,4,23
CN1CCN(C(=O)C2CCC(C)(C(=O)O)C2(C)C)CC1 (stereo unspecified),0.5,8,11,0,-6,-0.3,-0.9,-7&-16,4,10
O=C1CC(N2CCN(c3ccccc3)CC2)C(=O)N1c1ccc(Cl)cc1 (stereo unspecified),-5.8,14,-7,-2,x,0.3,0.2,-6,-1,3
